Bioassay records from PubChem.
VEEV TC-83 Vero – inhibitors of VEEV TC-83 cytopathic effect, confirmation, Vero cells (AID 588727); Vero cells, VEEV TC-83 cytopathic effect inhibition; higher % means a stronger effect; 0.13% of 350,000 active; inhibition, % at 20 µM; hits with a dose series show IC50 in µM; in the data active means a potency from the dose series; inconclusive means inhibition mostly from about 14% at the one dose, without a potency; inactive means the rest, 99 in 100 with inhibition below about 12%; further: strong numbers were not always called active
H37Rv inhibition – M. tuberculosis growth inhibition, HTS (AID 449762). M. tuberculosis H37Rv growth inhibition, 7H9 media; higher % means a stronger effect. inhibition, % at 25 µM, or IC50 in µM where a hit was titrated. 0.59% of 330,000 active; in the data active means a potency from the dose series; inconclusive means inhibition above about 70% without an active follow-up result;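 further: bacterial growth assessed after seven days of incubation; strong numbers were not always called active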
PhoP GFP inhibition – PhoP regulon inhibitors, Salmonella typhi PhoP promoter GFP reporter, confirmatory (AID 1850) | Salmonella Typhi PhoP-promoter GFP reporter, fluorescence, 4 h; higher % means a stronger effect | one-dose inhibition, % at 50 µM; IC50 in µM for titrated hits | 0.33% of 310,000 active; in the data active means a potency from the dose series; inconclusive means inhibition mostly from about 25% at the one dose, without a potency; inactive means the rest, 99 in 100 with inhibition below about 19%;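 further: 0% = induced wells with vehicle and 100% = uninduced wells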
influenza NS1A – H1N1 influenza NS1A inhibitors, functional cell based assay (AID 504329); NS1A functional cell-based assay, percent inhibition; higher % means a stronger effect; one-dose inhibition, % at 12.5 µM; IC50 in µM for titrated hits; 0.3% of 340,000 active; in the data active means a potency from the dose series; inconclusive means inhibition above about 27% without an active follow-up result; further: strong numbers were not always called active
tuberculosis growth – growth inhibition of non-replicating M. tuberculosis (AID 488890); Mycobacterium tuberculosis non-replicating, growth inhibition; higher % means a stronger effect; one-dose inhibition, % at 25 µM; IC50 in µM for titrated hits; 0.39% of 320,000 active; in the data active means a potency from the dose series; inconclusive means inhibition mostly from about 82% at the one dose, without a potency; inactive means the rest, 99 in 100 with inhibition below about 76%;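 further: plate controls were DMSO cells for no effect and high antibiotic wells for full effect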
VEEV TC-83 Vero 10K pilot screen – recorded beside VEEV TC-83 Vero, whose call it bears; inhibition, %; measured here: 10K pilot screen inhibition
Starred values were filed as active, the others as inactive; i = inactive; ? = inconclusive; · = not tested or not shown.

SMILES	VEEV TC-83 Vero	H37Rv inhibition	PhoP GFP inhibition	influenza NS1A	tuberculosis growth	others
CCc1nnc(NC(=O)CSc2nc3c(c(=O)n2-c2ccccc2OC)SCC3)s1	8.2%	0%	4%	10%	10%
CCC(C)n1c(C)nc2c(c1=O)c1nc3ccccc3nc1n2CCC1=CCCCC1 (stereo unspecified)	0.9%	3%	-15%	3%	33%
CSc1nnc(C)c(=O)n1COC(=O)c1ccc([N+](=O)[O-])cc1	8.0%	1%	11%	-12%	31%
CCOc1ccccc1CN1CCN(Cc2c[nH]c3ccccc23)CC1CCO (stereo unspecified)	2.0%	3%	3%	3%	4%
COc1cc(C(=O)Nc2ccc(NC(C)=O)cc2)ccc1OCc1ccccc1	1.1%	-1%	-3%	-8%	0%
COc1ccc(OC)c(S(=O)(=O)N/N=C(/C)c2ccc3c(c2)OCO3)c1	1.8%	-1%	-7%	-5%	1%
COc1ccc(C)cc1S(=O)(=O)N(CC(=O)NC1CCCC1)c1ccc(F)cc1	2.5%	-2%	-9%	13%	14%
C=CCOC(=O)C(C#N)c1nc2ccccc2nc1N1CCN(c2ccccc2OC)CC1 (stereo unspecified)	10%	9%	4%	13%	45%
Cc1ccc(NC(=O)CN(C)C(=O)Cn2nnc(-c3ccccc3C)n2)cc1	7.7%	3%	·	2%	71%
O=C(Nc1ccc(N2CCOCC2)c(Cl)c1)c1ncn[nH]1	1.8%	2%	-8%	12%	18%	VEEV TC-83 Vero 10K pilot screen=0.9
CCOc1cccc(C(c2c(C)n(C)n(-c3ccccc3)c2=O)c2c(C)n(C)n(-c3ccccc3)c2=O)c1OC	2.4%	1%	-7%	-28%	-15%
COc1ccccc1N1CC(C(=O)OCC(=O)Nc2c(C)cccc2C)CC1=O (stereo unspecified)	0.8%	2%	-7%	-7%	-3%
O=C(Nc1cccc2ccccc12)c1ccc(OC(=S)N2CCOCC2)cc1	3.6%	-2%	-18%	-14%	2%
O=C(NCc1ccccn1)C1Nc2ccc(OC(F)(F)F)cc2C2C=CCC12 (stereo unspecified)	2.1%	5%	-4%	-1%	9%
Cc1nn(-c2ccccc2)c(C)c1C(=O)OCC(=O)NC12CC3CC(CC(C3)C1)C2	2.5%	?	-4%	8%	57%
C=CCN1C(=O)c2ccc(C(=O)N(CCC)CC(=O)Nc3ccccc3C)cc2C1=O	1.7%	-2%	-6%	-13%	-3%
COCCN(CCOC)S(=O)(=O)c1ccc(NC(=O)c2cnccn2)cc1	0.1%	0%	-1%	18%	11%
Cc1nc(N)sc1C(=O)N/N=C/c1ccco1	0.3%	13%	-3%	-8%	8%
CC(C)CCNC(=O)C(C)N(C(=O)Cn1nnc(-c2ccc(F)cc2)n1)C1CCCC1 (stereo unspecified)	1.0%	-1%	-5%	6%	-7%
CC1(NC(=O)C2CCCCC2)CCS(=O)(=O)C1 (stereo unspecified)	0.8%	-6%	4%	7%	-5%
CCCCn1c(C)c(C(=O)O)c2cc(OC)ccc21	1.3%	-5%	8%	-1%	-5%
COc1ccc(CNC(=O)C2CCN(C(=O)c3ccco3)CC2)cc1	1.6%	1%	-3%	8%	-8%
Cc1oc(C(C)(C)C)c(CN2CCCC2)c1C(=O)O	0.7%	-3%	-6%	-6%	-5%
CSc1nc(N)nc2c1ncn2CC(=O)Nc1ccc(C)c(C)c1	0.5%	62%	·	-7%	6%
O=C1C=C(NCc2ccc3c(c2)OCO3)CC(c2ccccc2)C1 (stereo unspecified)	·	7%	-1%	·	8%
CCOc1ccccc1NC(=O)CSc1nnnn1-c1ccc(C(=O)OC)cc1	0.6%	1%	-3%	-1%	1%
CCN(CC)CCN(C(=O)c1ccc(C(=O)c2ccccc2)cc1)c1nc2c(OC)cccc2s1	1.0%	1%	-10%	-3%	-9%
COc1c(C)cc(C(=O)C2CCCN(C(=O)Cn3nc(C)nc3C)C2)cc1C (stereo unspecified)	i	0%	-7%	17%	2%
CCOC(=O)C1=CN(Cc2cccc(F)c2)S(=O)(=O)N(C)C1c1ccccc1 (stereo unspecified)	1.5%	·	·	-18%	·
O=C1CCCCCN1Cc1ccccc1	1.2%	-4%	-1%	-2%	-12%

Some of these compounds in order of molar mass, lowest first:
SMILES	VEEV TC-83 Vero	H37Rv inhibition	PhoP GFP inhibition	influenza NS1A	tuberculosis growth	others
COc1c(C)cc(C(=O)C2CCCN(C(=O)Cn3nc(C)nc3C)C2)cc1C (stereo unspecified)	i	0%	-7%	17%	2%
CCOc1ccccc1CN1CCN(Cc2c[nH]c3ccccc23)CC1CCO (stereo unspecified)	2.0%	3%	3%	3%	4%
C=CCOC(=O)C(C#N)c1nc2ccccc2nc1N1CCN(c2ccccc2OC)CC1 (stereo unspecified)	10%	9%	4%	13%	45%

(list continues)
SMILES	VEEV TC-83 Vero	H37Rv inhibition	PhoP GFP inhibition	influenza NS1A	tuberculosis growth	others
Cc1ccc(N2C(=O)NC(=O)/C(=C\c3cn(CC(=O)O)c4ccccc34)C2=O)cc1	0.4%	5%	8%	-9%	1%
CCn1c(SCC(=O)Nc2ccc(OC)cc2)nnc1-c1ccco1	0.4%	4%	-6%	1%	-5%
NCCc1nc(-c2ccccc2)cs1	0.5%	-5%	4%	8%	11%
Cc1cc(=O)[nH]c(N/N=C/c2ccc(Br)s2)n1	0.5%	58%	-3%	-6%	3%
COc1ccc(C(=O)Cn2cnc3ccccc3c2=O)cc1OC	2.6%	-12%	4%	10%	-6%
CCN(C1CCCCC1)S(=O)(=O)CCNC(=O)c1ccccc1	0.5%	-7%	13%	-21%	-6%
CCCCCCNS(=O)(=O)c1nc2nc(C)cc(C)n2n1	1.2%	2%	-4%	27%	-4%
O=C(O)c1ccc(N/N=C/c2cccc3cccnc23)cc1	0.8%	13%	10%	3%	·
Cc1ccnc(NC(=O)CCC(=O)N(CC(=O)NC(C)(C)C)c2ccc(F)c(Cl)c2)c1	12%	-5%	2%	·	-1%
Cc1cccc(N2C(=O)CC(Cn3nc(C)cc3C)C2=O)c1 (stereo unspecified)	0.1%	-3%	11%	-1%	-5%
CCC(NS(=O)(=O)c1ccc(OC)cc1)C(=O)NCCC1=CCCCC1 (stereo unspecified)	i	7%	-7%	-4%	7%
[O-]C1=N/[N+](=C/c2ccc(Cl)cc2)CC1	1.3%	-3%	-2%	-15%	-5%
COc1cc(C(=O)Nc2cc(C(F)(F)F)ccc2-n2cncn2)cc(OC)c1OC	4.7%	6%	-14%	2%	11%
C/C(=N\NC(=S)Nc1cccc(C)c1)c1ccco1	8.3%	?	7%	-6%	?
CCc1cccc(C)c1NC(=O)CCCC(=O)O	1.1%	-4%	8%	-6%	0%
Cc1ccc(SC(C)C(=O)NCc2ccc(F)cc2)cc1 (stereo unspecified)	i	-4%	-9%	5%	33%
O=C(CSc1nnnn1C1CCCC1)Nc1ccc(F)cc1	7.1%	-5%	12%	12%	17%
CCC(=O)Nc1ccc(C(=O)Nc2ccc(Br)cc2F)cc1	2.0%	11%	-3%	-6%	-2%
CC1c2cc3c(cc2CCN1C(=O)c1ccc(Br)cc1)OCCCO3 (stereo unspecified)	5.2%	13%	-3%	-2%	-5%
CC1Cc2cc(S(=O)(=O)N3CCC(C(=O)N(C)Cc4ccccc4)CC3)ccc2N1C(=O)C1CC1 (stereo unspecified)	2.3%	-3%	3%	-1%	11%
Cc1[nH]n2c(=O)c3c(nc2c1-c1ccccc1)CCC3	0.3%	65%	-5%	-6%	?
COc1cc(OC)c(C#N)c(S(=O)(=O)Cc2ccccc2)c1	4.2%	-9%	-10%	-21%	15%
COCCCNC(=O)C(=O)Nc1cc2c3c(c1)CCC(=O)N3CCC2	2.1%	7%	-22%	-6%	5%
COc1cccc(NC(=O)CN(C)C(C)C(=O)Nc2ccc(C#N)cc2)c1 (stereo unspecified)	0.9%	5%	2%	-4%	18%
CCOc1ccc(NC(=O)Cn2c(=O)oc3cc(Cl)ccc32)cc1	2.4%	-4%	-1%	2%	-5%
O=c1oc2ccccc2c(O)c1/C=C1\C=Nc2ccccc21	?	17µM*	6%	14%	?
CCn1cc(CN2CCc3c([nH]c4ccccc34)C2c2cccc(OC)c2)c(C)n1 (stereo unspecified)	3.2%	38%	5%	·	4%
CC1C2CC(C(S(=O)(=O)N3CCOCC3)C2=O)C1(C)C (stereo unspecified)	i	-4%	-8%	4%	-12%
Cc1cccc(S(=O)(=O)NNC(=O)Cc2cccn2C)c1	i	-1%	-7%	2%	3%
Cc1ccc(S(=O)(=O)N2CCCCC2CCNC(=O)C(=O)NC2CC2)cc1 (stereo unspecified)	i	-8%	2%	8%	-1%

Reprinted at random: 4 compounds from above, in no set order.
SMILES	VEEV TC-83 Vero	H37Rv inhibition	PhoP GFP inhibition	influenza NS1A	tuberculosis growth	others
CC1C2CC(C(S(=O)(=O)N3CCOCC3)C2=O)C1(C)C (stereo unspecified)	i	-4%	-8%	4%	-12%
CCc1cccc(C)c1NC(=O)CCCC(=O)O	1.1%	-4%	8%	-6%	0%
O=c1oc2ccccc2c(O)c1/C=C1\C=Nc2ccccc21	?	17µM*	6%	14%	?
Cc1ccc(SC(C)C(=O)NCc2ccc(F)cc2)cc1 (stereo unspecified)	i	-4%	-9%	5%	33%

(listing goes on)
SMILES	VEEV TC-83 Vero	H37Rv inhibition	PhoP GFP inhibition	influenza NS1A	tuberculosis growth	others
COc1ccc(NC(=O)CN2CCc3ccccc3C2)cc1OC	0.8%	62%	-10%	5%	-9%
O=C(O)c1ccc(/C=N/NC(=O)C(O)(c2ccccc2)c2ccccc2)cc1	i	2%	-7%	3%	9%
CCOc1ccc(NC(=O)CCS(=O)(=O)c2ccc3c(c2)CCCN3C(=O)CC)cc1	3.8%	-22%	-8%	12%	34%
Cc1ccc(S(=O)(=O)NCCN=C(CN2CCOCC2)NS(=O)(=O)c2ccc(C)cc2)cc1	i	0%	-3%	-4%	5%
Cc1cccc(NC(=O)C2CCCN2C(=O)Oc2ccccc2)c1C (stereo unspecified)	0.2%	-2%	-3%	-13%	-1%
O=C(NCc1ccccc1)C1CCN(S(=O)(=O)c2ccc(Cl)cc2)CC1	1.3%	3%	-4%	7%	-1%
CCCCCCn1c(=O)c(C(=O)N/N=C/c2cccc(F)c2)c(O)c2ccccc21	i	?	-9%	-7%	56%
CCOC(=O)C1=CC(=O)CC(C)(C)O1	4.2%	·	·	1%	·
COc1ccc(CC(=O)Nc2cc(Cl)ccc2C(=O)O)cc1	1.5%	1%	7%	-9%	58%
COc1ccc(NC(C)=O)cc1NC(C)C(=O)Nc1ccc(F)cc1 (stereo unspecified)	0.4%	-3%	-2%	6%	0%
O=C(Nc1c(-c2ccccc2)nc2sccn12)c1ccccc1	7.2%	-10%	-4%	-4%	-13%
Cc1ccc(C(=O)N/C(=C/c2cccs2)C(=O)NCC2CCCO2)cc1 (stereo unspecified)	0.8%	0%	-4%	-1%	-12%
Cc1sc(NC(=S)NC(=O)C(C)(C)C)c(C(N)=O)c1C	i	6%	19%	-8%	45%
Cc1ccc(S(=O)(=O)N2CCN(C(=O)CC(C)n3nc(C)c(Cl)c3C)CC2)cc1C (stereo unspecified)	2.6%	-9%	-1%	5%	6%
COCCCN1C(=O)C(=O)/C(=C(/O)c2ccc(S(=O)(=O)N3CCOCC3)cc2)C1c1ccc(F)cc1 (stereo unspecified)	2.7%	1%	3%	6%	-7%
O=C(c1csc(Nc2ccccc2Cl)n1)N1CCCC1	2.6%	-6%	-1%	-2%	68%
CCCCCCNCc1cccc(Br)c1	0.1%	2%	-5%	3%	35%
O=C(c1ccc(Sc2cccc(Cl)c2)c([N+](=O)[O-])c1)N1CCN(c2ccccn2)CC1	5.0%	4%	-6%	5%	30%
CCOc1cc(CNc2ccc(O)cc2)ccc1OCc1ccc(Cl)cc1Cl	i	41%	-5%	-8%	70%
Nc1c(Sc2ccccc2)c(=O)[nH]c(=O)n1Cc1ccccc1	i	-1%	-5%	0%	-7%
CC(SC(=S)N(C)Cc1cccs1)C(=O)O (stereo unspecified)	0.4%	6%	-4%	4%	6%
CN1CCN(c2ccc([N+](=O)[O-])cc2C(=O)c2ccc(Br)cc2)CC1	i	2%	5%	4%	14%
O=[N+]([O-])c1ccc2c(c1)C(=NO)c1cc(Cl)c(Cl)cc1-2	1.6%	·	·	12%	·
Nc1nonc1C(=O)NCCNCc1cc(Br)ccc1OCc1ccccc1F	i	14%	1%	5%	41%

Compounds as they come; about 1.6% have a hit in one of these screens.
